Screening data as filed in PubChem BioAssay.
GRK2 aptamer HTS: human GRK2 inhibition via aptamer displacement. bead flow cytometry, FAM-aptamer displacement from GRK2. inhibition of aptamer binding, % at 10 µM. 330,000 tested, 0.59% active;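 active = inhibition of aptamer binding above 40%, roughly 3 SD of noise, on plates passing a quality check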;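 also: median bead fluorescence of bound FAM aptamer so fluorescent compounds give negative values; no value below 0 was filed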
HCV core dimer: blocks dimerization of HCV core protein; TR-FRET GST/Flag-core106 dimerization, 1536-well; inhibition, % at 5 µM; 300,000 tested, 0.33% active; AID 1899;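 active = inhibition above the mean of all tested compounds plus 3 SD, set per screening campaign, cut at about 45% in these data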
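Assay system: tagged HCV core106 pair (GST and Flag); medium: KF-containing HEPES buffer, pH 7.45, DTT, CHAPS, BSA; also added: Eu donor and XL665 acceptor anti-tag antibodies; dosing: 5 µM single dose; timing: compound-protein-antibody incubation 4 h at 22.5 °C; signal: TR-FRET 671 and 617 nm emission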
proCasp7 act: counter-screen: procaspase-7 (human) activation. recombinant procaspase-7, Ac-DEVD-pNA absorbance 405 nm; D23A/D198A/D206A triple mutant, cannot self-cleave; scale: DMSO 0, 5 µM enzyme 100. activation, % at 8.5 µM. 330,000 tested, 0.093% active;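 active = percent activation above the screen-wide mean plus 3 SD, cut at about 25% in these data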
Target sequence (P55210 whole entry D23A/D198A/D206A): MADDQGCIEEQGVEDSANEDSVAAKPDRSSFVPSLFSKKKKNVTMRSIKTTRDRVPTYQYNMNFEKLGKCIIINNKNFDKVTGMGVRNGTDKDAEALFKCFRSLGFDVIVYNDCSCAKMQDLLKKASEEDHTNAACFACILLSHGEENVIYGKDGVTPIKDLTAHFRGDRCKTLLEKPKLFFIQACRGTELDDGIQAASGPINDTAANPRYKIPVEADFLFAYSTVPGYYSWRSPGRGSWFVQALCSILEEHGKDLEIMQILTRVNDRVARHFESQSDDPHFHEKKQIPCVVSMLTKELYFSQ
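buffer or medium = Zinc-free HEPES/NaCl buffer, pH 7.4 | material = Procaspase-7 triple mutant (PC-7 D3A) | input = 2 µM procaspase-7 mutant as dispensed | signal = Epi-absorbance of released pNA at 405 nm, two timepoints | timing = 1 h preincubation, 2 h reaction | replicates = singlicate compound testing | evaluation = % activation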
JMJD2C inh: blocks human GASC-1 demethylase activity; Q9H3R0; GST-JMJD2C(1-420) H3K9me3 demethylation, DELFIA europium; inhibition, % at 2.35 µM; 330,000 tested, 0.069% active;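 active = more than half of a compound's replicate wells show inhibition beyond 50%, single wells judged on their own value; inconclusive = some, but no more than half, of replicates pass 50% inhibition; inactive = no replicate passes 50% inhibition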;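 also: signal counts dimethyl H3K9 product captured on neutravidin plate; 0% = median of DMSO wells and 100% = 0.3 times that DMSO median; strong numbers were not always called active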
Target sequence (Q9H3R0 1-420 limits assumed): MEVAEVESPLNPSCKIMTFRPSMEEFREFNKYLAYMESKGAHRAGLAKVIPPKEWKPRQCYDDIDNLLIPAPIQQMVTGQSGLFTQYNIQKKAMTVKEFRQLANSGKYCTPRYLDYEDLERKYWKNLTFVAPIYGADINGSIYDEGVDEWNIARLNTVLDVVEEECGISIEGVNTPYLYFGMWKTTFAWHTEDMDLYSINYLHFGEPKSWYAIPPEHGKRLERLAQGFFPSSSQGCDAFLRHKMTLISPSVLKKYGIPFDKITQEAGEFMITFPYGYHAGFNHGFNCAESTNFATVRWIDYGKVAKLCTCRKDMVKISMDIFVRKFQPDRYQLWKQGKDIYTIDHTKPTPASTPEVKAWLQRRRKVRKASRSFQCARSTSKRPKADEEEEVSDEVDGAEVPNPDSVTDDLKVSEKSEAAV
procasp3 activ: activators of human procaspase-3; activation, % at 8.5 µM; 330,000 tested, 0.11% active; recombinant procaspase-3 D3A, Ac-DEVD-pNA absorbance 405 nm; P42574;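 active = activation above the mean of all tested compounds plus 3 SD, cut at about 21% in these data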;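 also: 0% = DMSO alone and 100% = DMSO wells spiked with extra 5 µM PC-3 D3A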
Target sequence (P42574 whole entry D9A/D28A/D175A): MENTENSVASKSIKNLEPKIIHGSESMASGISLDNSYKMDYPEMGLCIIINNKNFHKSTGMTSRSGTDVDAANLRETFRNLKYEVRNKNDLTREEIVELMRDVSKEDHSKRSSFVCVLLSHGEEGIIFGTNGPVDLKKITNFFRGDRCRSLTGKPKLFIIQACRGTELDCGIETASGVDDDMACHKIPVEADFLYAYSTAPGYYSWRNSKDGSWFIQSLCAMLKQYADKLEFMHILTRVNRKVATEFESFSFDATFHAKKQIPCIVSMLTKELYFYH
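Evaluation: percent activation relative to control range; Material: Procaspase-3 D3A mutant, all three cleavage aspartates alanine; Compound: single dose, 8.5 µM nominal compound, 0.8% DMSO; Replication: one well per compound; Signal: absorbance at 405 nm, 0 and 120 min; Schedule: 1 h preincubation plus 2 h reaction at 25 °C.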
VLA-4 inh: inhibition in a human VLA-4 binding assay | P13612 | VLA-4 expressing cells, ligand binding flow cytometry | inhibition, % (about 7 µM as worked out from the volumes in the protocol) | 330,000 tested, 0.2% active; in the data active = inhibition above about 50%
PP5 primary: blocks human protein phosphatase 5 activity; P53041; purified PP5c, OMFP substrate fluorescence; inhibition, % at 6.7 µM; 320,000 tested, 0.18% active;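 active = inhibition above the campaign's mean inhibition across all tested compounds plus 3 SD, cut at about 9.5% in these data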;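 also: 0% = DMSO only and 100% = 100 µM cantharidin control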
Fh CTSL1 inh: counter-screen for PFM18AAP inhibitors: inhibitors of F. hepatica cathepsin L1 | recombinant F. hepatica cathepsin L1, Z-Leu-Arg-MCA fluorescence | inhibition, % at 5.96 µM | 300,000 tested, 0.49% active;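 active = inhibition above the mean of all tested compounds plus 3 SD, set per screening campaign, cut at about 17% in these data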;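 also: 0% = plate median of test compound wells and 100% = 1 µM Z-Phe-Ala-diazomethylketone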
PP1 counter: blocks human PP1-alpha phosphatase, a PP5 counter-screen | P62136 | purified PP1alpha, OMFP fluorescence | inhibition, % at 6.7 µM | 320,000 tested, 0.9% active | AID 2235;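 active = inhibition above the mean inhibition of all tested compounds plus 3 SD, computed separately for each screening campaign, cut at about 15% in these data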
* marks the source's active call; other numbers are inactive results; ? = inconclusive; . = no result given.

SMILES	GRK2 aptamer HTS	HCV core dimer	proCasp7 act	JMJD2C inh	procasp3 activ	VLA-4 inh	PP5 primary	Fh CTSL1 inh	PP1 counter
CCn1ncc([C@@H]2C[C@H]3CN(Cc4cccc(Cl)c4)C(=O)[C@]34CCCN24)c1C	0	-4	5	-3	-3	-7	0.6	3	-2
CCc1c(C)nc(SCC(=O)Nc2c(C)n(C)n(-c3ccccc3)c2=O)[nH]c1=O	6	3	0	0	6	-10	0.6	0	-2
CSc1nccc(N2CCN(c3ccc(F)cc3)CC2)n1	3	11	-1	4	2	7	2.3	0	-2
Cc1cc(=O)oc2cc(OCC(=O)OCC(=O)Nc3ccccc3C(C)C)ccc12	0	-11	4	-7	2	-8	1.3	-8	4
O=C1c2ccccc2C(=O)N1Cc1cnc(N2CCN(c3ccccc3)CC2)s1	1	4	3	22	5	1	2.4	1	1
O=C(c1ccccc1)C1CCN(CC(=O)N2CCN(c3ccccc3)CC2)CC1	0	-3	-1	-1	-5	2	-1.1	4	12
COc1ccc(Cl)cc1NC(=S)NCc1ccc(S(N)(=O)=O)cc1	0	-3	9	9	4	13	1.5	-1	4
CC(=O)Nc1ccc(C2=NNC(=Nc3ccc(S(=O)(=O)N4CCOCC4)cc3)SC2)cc1	0	1	-7	5	-10	5	0.0	-1	8
O=C1c2ccccc2C(=O)N1CC1=NCCc2ccccc21	23	-3	-15	-2	4	0	3.3	-2	1
O=c1c2cc(N3CCOCC3)ccc2[nH]c(=S)n1CC1CCCO1 (stereo not given)	0	-3	-4	9	-9	8	0.4	-2	-11
CCOC(=O)CNC(=O)CSc1nnc(-c2ccccc2)n1Cc1ccco1	4	1	-4	3	-1	4	-1.5	-1	-3
CCCCC(=O)Nc1cnc(NC(=O)c2ccco2)cc1C	3	8	0	3	4	-1	0.3	-1	-3
CCn1c(SCC(=O)N2CCN(c3ccc(Cl)cc3)CC2)nc2ccccc2c1=O	0	11	-2	-1	-5	-6	-1.0	-2	-1
CCOCCc1nnc(NC(=O)CCS(=O)(=O)c2ccccc2)s1	5	-11	-11	6	3	5	0.9	1	2
CC1(C)CC(=O)C=C(c2ccc3ccccc3c2)C1	0	.	-4	2	2	0	3.1	.	1
O=C(NC1CCCCC1)C1CN(S(=O)(=O)c2ccccc2)CCN1S(=O)(=O)c1ccccc1 (stereo not given)	2	3	1	-7	9	4	4.2	2	3
CC1Oc2ccccc2C=C1/C=N/NC(=O)c1ccncc1 (stereo not given)	0	-4	3	8	-3	0	-0.1	1	-1
Cc1c(C(=O)OC(C)C(=O)N(C)Cc2ccccc2)oc2ccccc12 (stereo not given)	0	.	-4	4	4	-2	.	.	.
CCN(CC(=O)Nc1ccccc1C(F)(F)F)C(=O)c1cc2c(s1)CCCCC2	0	4	7	-1	-3	9	0.9	-1	-2
Cc1c(OC(C)C(=O)N[C@H](C(=O)O)c2ccccc2)ccc2c3c(c(=O)oc12)CCCC3 (stereo not given in full)	0	7	6	-2	15	6	3.5	6	-7
COc1cccc(-n2nc(-c3ccnn3-c3ccccc3)c(=O)n(C)c2=O)c1	0	6	15	-3	5	0	-0.9	6	-3
CC(C)CC1NC(C(=O)O)Cc2c1[nH]c1ccccc21 (stereo not given)	0	-4	-6	-12	9	0	-1.7	1	0
O=C(NCc1ccc(F)cc1)C1CCC(CNc2c(N3CCOCC3)c(=O)c2=O)CC1 (stereo not given)	3	-1	6	-3	3	-1	2.8	-1	-1
O=C(Cc1ccc(O)cc1)NC1CCCCCC1	0	-7	-6	-31	-1	7	0.5	3	-1

Compound profiles, as listed above. Order of values: GRK2 aptamer HTS	HCV core dimer	proCasp7 act	JMJD2C inh	procasp3 activ	VLA-4 inh	PP5 primary	Fh CTSL1 inh	PP1 counter
CCOCCc1nnc(NC(=O)CCS(=O)(=O)c2ccccc2)s1 across the screens: 5	-11	-11	6	3	5	0.9	1	2
Cc1c(C(=O)OC(C)C(=O)N(C)Cc2ccccc2)oc2ccccc12 (stereo not given) across the screens: 0	.	-4	4	4	-2	.	.	.
O=C(NCc1ccc(F)cc1)C1CCC(CNc2c(N3CCOCC3)c(=O)c2=O)CC1 (stereo not given) across the screens: 3	-1	6	-3	3	-1	2.8	-1	-1

(continued)
SMILES	GRK2 aptamer HTS	HCV core dimer	proCasp7 act	JMJD2C inh	procasp3 activ	VLA-4 inh	PP5 primary	Fh CTSL1 inh	PP1 counter
CC(C)CNc1nc(N)c([N+](=O)[O-])c(N2CCCCCC2)n1	1	-8	8	-5	-6	-5	4.0	-2	2
CC1=NN(C(=O)c2ccc(C)o2)C(O)(c2ccccc2)C1 (stereo not given)	4	-1	-3	10	2	-2	0.4	-1	-3
O=C(CCCn1c(=S)[nH]c2cc3c(cc2c1=O)OCO3)NC1CC1	1	6	-8	12	-10	-25	0.8	1	-8
NC(=O)C1(N2CCCCC2)CCN(C(=O)c2cccn3c(=O)c4cc(Cl)ccc4nc23)CC1	0	0	1	1	0	-7	-0.5	0	2
COCCn1nnnc1C(c1ccccc1OC)N1CCN(C(=O)c2ccco2)CC1 (stereo not given)	1	-10	3	-8	2	12	-0.8	1	-3
CCc1ccc(/C=N/NC(=O)c2cc(-c3ccncc3)nc3ccccc23)s1	0	-3	9	-6	-1	-4	0.8	7	6
CCOC(=O)CN1C(=O)C(=O)N(Cc2c(C)cc(C)cc2C)C1=O	10	0	4	0	8	8	2.1	-4	-1
CN(CC(=O)N1CC=C(c2ccccc2)CC1)S(=O)(=O)c1ccc2c(c1)c(=O)n(C)c(=O)n2C	0	0	16	-4	8	39	-1.4	0	1
CCSc1ccc2c(c1)N(CCCN1CCN(C)CC1)c1ccccc1S2	0	-30	7	.	4	34	3.4	1	9
Cc1nnc(N/N=C\c2ccc(-c3ccccc3[N+](=O)[O-])o2)n1N	0	-4	-1	55*	-13	4	-2.5	-2	-3
COc1ccc(C(=O)OCC(=O)NC(=O)CCSc2ccccc2)cc1	0	10	5	-5	-6	-3	0.7	-18	2
Cc1ccc(-n2c(=O)c3cc4c(=O)n(-c5ccc(C)c(C)c5)c(=O)c4c(C(=O)c4ccc(C(=O)O)cc4)c3c2=O)cc1C	0	13	3	-11	-4	5	1.8	-2	-2
COc1ccc(NC(=O)[C@H](C)NC(N)=O)cc1S(=O)(=O)Nc1cc(C)ccc1Br	2	2	-3	-1	5	16	-1.0	-2	-2
O=C1c2ccccc2C(=O)N1SC1CCCCC1	0	-2	-4	0	-12	14	0.1	8	-1
Cc1ccc2[nH]c(=O)c3cc(C(=O)N(CCCOC(C)C)Cc4ccco4)sc3c2c1	1	7	-1	7	-4	8	4.9	2	-2
O=C(O)CSc1cc(C(=O)c2ccccc2O)cn2c(=O)c3c(-c4ccccc4)csc3nc12	38	55*	5	0	-7	4	1.0	1	20*
O=C(c1cc(-c2ccccc2O)on1)N1CCOCC1	0	4	8	-7	7	-2	-0.8	-2	-1
CCN(CC)CCOC(=O)c1ccc(N/C=C(/C#N)c2nc(-c3ccc(OC)cc3)cs2)cc1	0	5	-3	-8	-2	-9	1.0	6	60*
COc1ccc(CNC(=O)CCSCc2ccccc2Cl)c(OC)c1	1	-4	7	-49	8	-8	4.2	3	-2
COC(=O)c1ccc(OCc2nc(N)nc(N3CCOCC3)n2)cc1	1	-12	-1	-8	6	2	3.2	0	-5
CCCCn1c2nc3ccccc3nc2c2c(=O)n(CCC)cnc21	2	4	-2	1	5	-6	0.3	0	-2
CCOc1ccc(N2CC(C(=O)NCCCc3ccccc3)CC2=O)cc1 (stereo not given)	2	.	6	7	4	-3	-0.9	.	-3
Cn1ncc(Br)c1NC(=O)c1cc(Cl)cc(Cl)c1	1	-7	4	-7	11	8	2.1	0	0
O=C(NCc1ccccc1)c1nc[nH]c1C(=O)NCc1ccccc1	2	4	3	-9	-1	9	0.9	5	6
COc1ccc(CNc2nc3ccc(C)cc3s2)c(OC)c1OC	3	0	7	11	-2	8	-0.8	-2	-3
CCS(=O)(=O)N1CCN(S(=O)(=O)c2ccccc2)CC1	6	-1	-5	?	5	-5	0.8	-3	-1
CC(C)(C)Nc1nc(SCC(=O)Nc2ccccc2Cl)nc(N2CCOCC2)n1	0	-7	-4	-1	-2	-2	4.0	-6	1
Cc1cc(C)n(CCCNC(=O)c2ccco2)n1	8	.	3	4	3	12	2.3	.	-7
Cc1ccc(NC(=O)OCc2cn(-c3ccc(Cl)cc3)nn2)cc1	0	0	-4	2	-2	5	-1.7	0	-1
CSCC[C@H](NC(=O)NC1CCCC1)C(=O)O	0	0	5	-2	1	-2	0.6	-1	0
Cc1cc2ccccc2cc(C)c1=O	0	-1	-2	7	5	6	2.1	0	2
CC(OC(=O)c1ccc2ncsc2c1)C(=O)NCc1ccccc1 (stereo not given)	0	-4	3	4	-1	11	-1.3	0	1
CCOc1ncccc1C(=O)NCc1cccc(OC)c1	2	-3	5	-4	-3	1	0.8	-3	-1
O=[N+]([O-])c1ccc(NC(=S)NCCc2ccc(F)cc2)cc1	0	-5	0	-2	2	.	5.8	0	2
COc1ccc(N(CC(=O)NCc2ccco2)S(C)(=O)=O)cc1OC	1	0	6	-13	-3	5	2.6	0	-4
Cn1c(-c2ccc(C(=O)c3ccccc3)s2)nc2ccccc21	3	-11	7	9	-7	10	3.5	2	7
COC(=O)c1cc(-c2ccc(Br)cc2)c2c(=O)n(C)c(=O)n(C)c2n1	0	3	-7	-4	2	4	1.0	4	-2
CC(C)CNC(=S)N(CCCN(C)C)Cc1cc2cc3c(cc2[nH]c1=O)OCCO3	0	4	4	11	-5	3	1.2	1	-5
CCn1c(SCC(=O)Nc2ncc(C(F)(F)F)cc2Cl)nnc1-c1ccccc1	0	4	-13	3	0	8	-0.3	0	1
Cc1ccc(NC(=O)c2ccc(F)cc2)cc1S(=O)(=O)N1CCCCCC1	0	8	2	5	0	-2	1.9	-6	2
O=C(COC(=O)/C=C/c1ccc(S(=O)(=O)N2CCCCCC2)cc1)NCc1ccccc1Cl	3	7	-14	4	5	10	0.4	0	-2
Cc1ccc(S(=O)(=O)N(C)C)cc1NC(=O)COC(=O)c1c(C)noc1C	0	-7	-5	9	2	8	1.3	-8	3
COc1cc(CNC(=O)c2ccc3c(c2)S(=O)(=O)c2ccccc2C3=O)cc(OC)c1	0	4	7	6	7	-8	-0.4	1	4
O=C(NC(=S)N1CCCC1)c1cccc([N+](=O)[O-])c1	0	-3	-4	-15	-4	-1	0.4	0	-4
CC(=O)c1ccc(NS(=O)(=O)c2ccc3c(c2)CCC(=O)N3)cc1	4	.	0	8	2	0	3.1	.	-1
CC1CCCCC1NC(=O)c1cccc(S(=O)(=O)N2CCN(C)CC2)c1 (stereo not given)	3	-5	7	-4	4	35	-0.8	-5	-3
CNC(=O)c1[nH]nc2c1CCc1cc(OC)ccc1-2	0	-16	-2	-3	6	16	2.5	0	0

No enrichment for hits; overall some 2.6% were active at least once.
